RPL19A-GFP yeast: yeast TOR pathway RPL19A-GFP modulation; S. cerevisiae RPL19A-GFP strain, flow cytometry, 3 h; hits give low values; percent response vs DMSO, % at 10 µM; 330,000 compounds, 0.3% hits;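 active = percent response vs DMSO below 50%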;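 also: median channel GFP fluorescence of the barcoded RPL19A-GFP strain; ratio of sample median GFP to plate DMSO average so 100% = DMSO; lower means less RPL19A-GFP as with rapamycin TOR inhibition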
AHR activator: activators of human aryl hydrocarbon receptor; P35869; AHR-responsive luciferase reporter cells, luminescence; activation, % at 5 µM; 320,000 compounds, 2.5% hits; AID 2796; in the data active = activation above about 47%;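 also: 0% = vehicle wells and 100% = reference agonist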
Target sequence (P35869 whole entry, looked up): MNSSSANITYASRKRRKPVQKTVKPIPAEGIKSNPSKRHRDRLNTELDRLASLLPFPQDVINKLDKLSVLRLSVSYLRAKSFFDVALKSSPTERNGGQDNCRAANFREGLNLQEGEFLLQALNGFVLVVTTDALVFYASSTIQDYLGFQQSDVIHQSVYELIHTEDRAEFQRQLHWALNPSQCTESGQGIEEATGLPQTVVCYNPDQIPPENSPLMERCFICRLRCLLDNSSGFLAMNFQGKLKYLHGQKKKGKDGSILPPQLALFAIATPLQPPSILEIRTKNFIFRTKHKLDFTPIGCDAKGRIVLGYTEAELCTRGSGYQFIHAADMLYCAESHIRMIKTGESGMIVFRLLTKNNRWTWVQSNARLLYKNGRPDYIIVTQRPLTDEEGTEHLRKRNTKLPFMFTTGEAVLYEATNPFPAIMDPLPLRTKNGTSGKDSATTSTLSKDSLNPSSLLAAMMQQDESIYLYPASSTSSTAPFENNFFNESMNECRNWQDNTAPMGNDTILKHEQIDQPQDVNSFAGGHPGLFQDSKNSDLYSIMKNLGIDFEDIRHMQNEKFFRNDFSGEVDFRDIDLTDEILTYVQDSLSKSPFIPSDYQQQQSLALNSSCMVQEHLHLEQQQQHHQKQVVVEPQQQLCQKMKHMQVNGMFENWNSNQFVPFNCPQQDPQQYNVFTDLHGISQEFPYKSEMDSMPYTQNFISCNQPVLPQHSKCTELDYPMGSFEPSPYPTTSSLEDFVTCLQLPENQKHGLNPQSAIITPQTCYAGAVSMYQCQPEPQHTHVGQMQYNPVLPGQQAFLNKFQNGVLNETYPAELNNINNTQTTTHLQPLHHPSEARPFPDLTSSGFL
AGP1 TOR yeast: yeast TOR pathway AGP1-GFP modulation; GFP response vs DMSO, % at 10 µM; S. cerevisiae AGP1-GFP multiplex flow cytometry, 3 h; GFP as percent of DMSO wells; 320,000 compounds, 0.02% hits;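 active = GFP response relative to DMSO above a set limit, near screen average plus 3 SD, cut at about 150% in these data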;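 also: median GFP channel fluorescence of the gated AGP1 strain per well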
Efflux pump inh: blocks antifungal efflux pumps in multiplex yeast assay | S. cerevisiae Candida pump triplex, Nile Red efflux | 330,000 compounds, 0.44% hits | inhibition, % at 10 µM;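 active = plate passing quality check with inhibition over a set limit, or well fluorescence over plate mean plus 4 SD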;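 also: Nile Red retained in pooled yeast measured as flow cytometry median fluorescence; 0% = buffer negative control and 100% = Enniatin B positive control; higher means more Nile Red kept so more efflux inhibition; some compounds called inactive have numbers as strong as hits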
CR mimetic SO: caloric restriction mimetics inhibiting age-related superoxide in yeast | S. cerevisiae aged cells, superoxide DHE fluorescence; hits give low values | superoxide response (% of plate mean), % at 10 µM | 330,000 compounds, 0.18% hits;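 active = superoxide response under a set limit, about three screen SD below normal, cut at about 65% in these data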;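 also: yeast aged for seven days with compound at 30 °C before DHE staining; 100% = average MFI of all compound-treated wells on the plate with controls excluded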
CIT2-GFP yeast: alters CIT2-GFP fluorescence in TOR pathway yeast screen; S. cerevisiae CIT2-GFP strain, flow cytometry, 3 h; 100 means same as DMSO wells; GFP response vs DMSO, % at 10 µM; 320,000 compounds, 0.065% hits; AID 2029;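 active = GFP response relative to DMSO above a set limit, near the screen mean plus 3 SD, cut at about 150% in these data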;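 also: ratio of well median GFP fluorescence to mean of DMSO wells on the plate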
MEP2-GFP yeast: modulators of TOR pathway MEP2-GFP in S. cerevisiae; 330,000 compounds, 0.51% hits; GFP response vs DMSO, % at 10 µM; S. cerevisiae MEP2-GFP strain, flow cytometry GFP, 3 h; 100% = DMSO control level; AID 2016;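 active = GFP response versus DMSO above a set limit, roughly screen mean plus 3 SD, cut at about 180% in these data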;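 also: median GFP fluorescence of the barcode-gated MEP2-GFP cells per well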
LAP4 TOR yeast: modulators of TOR pathway LAP4-GFP in S. cerevisiae. 320,000 compounds, 0.34% hits. S. cerevisiae LAP4-GFP multiplex, flow cytometry GFP, 3 h; median GFP as percent of DMSO wells. GFP response vs DMSO, % at 10 µM. AID 2023;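 active = GFP response vs DMSO above a set limit, about the screen mean plus 3 SD, cut at about 150% in these data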
An asterisk follows results filed as active; x = not tested or not shown; [ ] = another dose, or the depositor's remark.

SMILES	RPL19A-GFP yeast	AHR activator	AGP1 TOR yeast	Efflux pump inh	CR mimetic SO	CIT2-GFP yeast	MEP2-GFP yeast	LAP4 TOR yeast
COc1ccc(C(=O)Nc2ccc(-c3nnn(CC(=O)N4CCN(C(=O)c5ccco5)CC4)n3)cc2)cc1	103	2	102	0.0	101	100	100	108
CCOc1ccc(C(=O)NCC(C)C)cc1	103	5	102	-0.3	92	111	98	102
COc1ccc(C2C(C#N)=C(N)Oc3n[nH]c(-c4ccccn4)c32)c(OC)c1OC (configuration not stated)	102	2	107	-0.1	88	98	106	102
N#Cc1cc2c(nc1SCc1ccc(Cl)nc1)CCCCC2	97	-2	102	0.0	113	97	89	108
O=[N+]([O-])c1ccc(N2CCN(CC(O)COc3ccccc3)CC2)cc1 (configuration not stated)	108	-2	105	-0.2	84	114	108	98
O=S(=O)(Nc1ccccc1Br)c1cccs1	103	-1	80	-0.1	105	106	88	82
O=c1[nH]c(CN2CCN(c3ccc([N+](=O)[O-])cc3)CC2)nc2ccsc12	104	-1	106	-0.1	108	106	107	103
Cc1ccn2c(NC3CCCCC3)c(-c3cccc(-c4cccc(Cl)c4)c3)nc2c1	85	23	84	0.0	86	73	96	152*
Cc1cccc(NC(=S)NC2CCCCCC2)c1C	104	3	99	1.1	132	99	103	101
COc1ccc(-c2csc(NC(=O)Cc3cc(OC)c(OC)c(OC)c3)n2)cc1OC	80	-7	20	0.0	98	105	139	96
CCOC(=O)N1CCC(NC(=O)C2=CCN(S(=O)(=O)c3ccc(OC)cc3)CC2)CC1	100	2	101	0.2	113	93	99	106
O=C(Nc1ccc(Cl)cc1)N1CCCN(Cc2ccc(F)cc2)C1	100	-1	103	0.1	119	101	99	92
CC(C)C(NC(=O)c1c(F)cccc1F)C(=O)NCC(c1ccccc1)N(C)C (configuration not stated)	109	1	125	-0.1	99	107	106	104
CCOc1ccc(C(C)NC(=O)c2ccc3c(c2)NC(=O)C(C)S3)cc1OCC (configuration not stated)	96	7	96	-0.4	111	93	95	104
CN(C)C(CNc1ccc(C(N)=O)cc1[N+](=O)[O-])c1ccccc1 (configuration not stated)	104	12	105	0.2	112	105	105	100
Cc1ccc(-c2nc(CN3CCCCC3CCN3CCCC3=O)c(C)o2)o1 (configuration not stated)	102	3	109	-0.1	102	113	96	102
O=C(NCC1CCCO1)c1cccnc1Nc1ccccc1F (configuration not stated)	97	9	100	0.3	89	95	100	100
O=C(Nc1ccccc1N1CCCCC1)c1cccc(OC(F)F)c1	102	1	98	-0.2	94	92	103	104
CCC(Sc1nc2n[nH]c(C)c2c(=N)n1-c1cccc(Cl)c1)C(=O)NCCOC (configuration not stated)	101	63*	105	-0.1	112	106	107	100
Cc1c(/C=C(\C#N)c2nn(-c3ccccc3)c(N)c2C#N)c2ccccc2n1Cc1ccc(F)cc1	102	11	106	0.3	120	108	103	100
O=C(Nc1cc2c3c(c1)CC(=O)N3CCC2)c1ccc(Cl)cc1	99	20	106	0.0	97	104	103	98
COc1cccc(NC(=S)NCc2cccs2)c1	97	9	101	0.2	97	86	89	94
COc1ccc2ccc(OC)c(/C=N/n3cnnc3)c2c1	104	21	99	0.2	85	105	110	98
S=C(NCCSCc1c(Cl)cccc1Cl)Nc1ccccc1	94	-3	89	0.0	109	86	96	102
C=CCn1c(N)cc(=O)nc1SCC(=O)Nc1ccccc1	101	10	103	0.0	110	105	102	96
CCNC(=O)c1ccc(NC(=O)CC2SC(N3CCCCC3)=NC2=O)cc1 (configuration not stated)	100	-1	103	-0.1	106	105	96	99
O=C(Nc1nnc(S(=O)(=O)N2CCOCC2)s1)c1cccc(Br)c1	94	1	92	-0.2	114	98	88	83
Cc1[nH]c(=S)c(C#N)c(-c2ccccc2)c1C(=O)Nc1ccccc1	102	-1	112	0.0	97	115	98	105
Cc1cccc(-[n+]2c(-c3cccc(Br)c3)[nH]c3nc4ccccc4nc32)c1	97	-4	99	0.4	122	92	100	104
COc1ccc(NC(=S)NC23CN4CN(CN(C4)C2)C3)c(OC)c1	96	1	90	0.1	79	92	96	95
Cc1ccc(NC(=O)CCN2C(=O)CSC2=O)c(C)c1	97	2	102	0.2	95	97	96	102
CCC1CCCCN1C(=O)CCS(=O)(=O)c1ccccc1 (configuration not stated)	105	8	99	-0.1	87	105	103	97
COC(=O)c1nccnc1C(=O)Nc1ccccc1N1CCOCC1	101	0	93	0.1	81	90	101	106
Cc1cccc(NC(=O)CCNC(=O)c2ccc(Br)cc2)c1	104	11	102	0.1	97	104	105	102
CCOc1ccccc1-c1nc(-c2ccc(NC(=O)Cc3ccc(OC)cc3)cc2)no1	96	9	71	-0.1	109	105	103	92
Cc1ccc(C(=O)NC(=S)Nc2ccc(NC(=O)c3cccc(Cl)c3)cc2)cc1	98	-1	89	1.3	100	96	101	87
CCc1nnc(NC(=O)CSc2nnc(-c3cccnc3)n2CC)s1	90	3	89	-0.2	98	78	98	x
CCN(CC)C(=S)Nc1c(C)n(C)n(-c2ccccc2)c1=O	96	-1	105	-0.1	103	105	94	102
CC(C)(C)NC(=O)C(c1ccncc1)N(Cc1cccs1)C(=O)Cn1nnc(-c2ccc(F)cc2)n1 (configuration not stated)	99	-1	103	0.1	93	104	99	94
COc1ccc(OCc2cc(C(=O)N3CCC(c4ccccc4)CC3)no2)c(Cl)c1	97[may fluoresce green]	7	102[may fluoresce green]	-0.1	123	101[may fluoresce green]	103[may fluoresce green]	103[may fluoresce green]
C(=N\Nc1ccccn1)/c1cccnc1	107	4	98	0.1	103	106	106	90
COc1ccc(CC(NC(C)=O)C(=O)NC2CCN(C(=O)c3ccc(OC)c(OC)c3)CC2)cc1OC (configuration not stated)	94	1	91	0.0	101	87	95	88
CCNC(=S)Nc1ccc(NC(=O)c2ccccc2O)cc1	103	0	112	0.0	107	108	116	117
COc1ccc(/C=N/NC(=O)c2ccccc2O)cc1COc1ccccn1	98	4	96	0.0	99	94	99	102
Cc1cc(NC(=O)c2cccc(Br)c2)no1	96	2	98	0.1	90	96	91	96
CC(=O)Nc1cccc(NC(=O)c2ccccc2OCc2c(C)noc2C)c1	84	6	93	0.0	97	75	90	101
NC(=O)CC(NC(=O)c1ccccc1)c1ccc(NCc2ccccn2)c([N+](=O)[O-])c1 (configuration not stated)	101	0	107	0.1	101	97	104	96
O=C(Cn1cc([N+](=O)[O-])cn1)Nc1cccnc1	96	4	99	0.1	95	99	100	98
Cc1cc(C(=O)Nc2nnc(C3CCCCC3)s2)no1	100	3	92	0.0	83	106	106	103
COc1ccc(C(C(=O)NC2CCCCC2)N(C(=O)CCl)c2ccc(Cl)cc2)cc1 (configuration not stated)	98	0	103	-0.2	120	103	96	102

(cont.)
SMILES	RPL19A-GFP yeast	AHR activator	AGP1 TOR yeast	Efflux pump inh	CR mimetic SO	CIT2-GFP yeast	MEP2-GFP yeast	LAP4 TOR yeast
CC(C)n1nc(C(=O)NC2CCCCCC2)c2ccccc2c1=O	99	2	97	0.2	122	110	100	87
CCOC(=O)c1cccc(NC(=O)CSc2nc3ccccc3c(=O)n2CC)c1	99	-1	91	0.0	93	93	101	96
O=C(O)c1cn(Cc2ccccc2)nc1-c1cccnc1	95	2	106	0.0	96	101	116	115
CC(=O)Nc1nc2c(C)cc(NC(=O)C3CCCCC3)cc2s1	104	3	106	0.0	97	105	104	92
CCN(CC)Cc1c(C(=O)N/N=C/c2ccncc2)nnn1-c1nonc1N	96	1	98	-0.1	99	105	94	95
O/N=C(\c1ccccc1)C(O)c1ccccc1 (configuration not stated)	111	-2	97	-0.4	100	110	115	97
Cc1cc(NC(=O)CSc2ccc3ccccc3c2)no1	104	13	102	-0.2	101	102	108	111
COc1ccc(CN2CC(=O)N(c3cccc(Cl)c3)C2=S)cc1OC	105	2	72	0.3	100	74	110	96
CCCCNC(=O)NNC(=O)COc1cc(C)cc(C)c1	98	7	96	0.4	89	102	113	105
CCOC(=O)c1c(S(=O)(=O)N2CCCCC2C)c(C)n(C)c1C (configuration not stated)	99	2	102	-0.1	107	104	105	97
CSc1ccc(C2NN=C(c3ccccc3)S2)cc1 (configuration not stated)	99	18	103	-0.1	88	97	93	113
Cc1ccc(C(=O)Nc2ccncc2)c(C)c1	109	1	105	-0.1	101	114	107	83
O=C1CCC/C=C\C[C@@H](CC(=O)N(CCO)Cc2ccccc2)C(=O)NCCO1	96	0	93	0.0	113	95	x	86
N#Cc1cc(-c2ccccc2)cnc1Cl	x	0	103	0.1	99	106	109	97
Cc1cc(OCCn2ccnc2)ccc1C(C)C	106	64*	105	0.1	94	113	141	107
Cn1ccnc1C(=O)c1cccc(Br)c1	100	3	100	0.1	91	107	107	95
O=S(=O)(c1ccc(SCCOc2ccc(Br)cc2)nc1)N1CCCC1	102	-1	110	0.0	109	97	106	111
CC(C)C(NS(=O)(=O)c1cccs1)C(=O)N1CCc2ccccc2C1 (configuration not stated)	93	1	92	0.0	80	96	106	97
O=C(Cc1ccc(F)cc1)NCCc1ccc(F)cc1	100	2	104	-0.1	89	107	97	100
Cc1cc(C)c2[nH]c(=O)c(C(c3nnnn3Cc3ccc4c(c3)OCO4)N3CCC(C)CC3)cc2c1 (configuration not stated)	96	4	94	0.6	132	116	97	97
CN(C)S(=O)(=O)c1cccc(C(=O)NCC2(N3CCOCC3)CCCCC2)c1	99	-3	101	0.1	113	99	104	101
Cc1nnc(NC(=O)CSc2nnnn2Cc2ccccc2)s1	91	6	x	0.0	98	87	86	76
Cc1nn(-c2ccccc2)c(N2CCCC2)c1/C=N/n1cnc2scc(-c3ccccc3)c2c1=O	99	-1	109	0.0	89	112	101	101
CCCCn1c(N)c(N(CC(C)C)C(=O)c2c(-c3ccccc3)noc2C)c(=O)[nH]c1=O	92	0	91	0.1	129	89	90	88
COc1ccc(CCC(=O)NC2CCCCC2)cc1	99	1	98	0.2	107	92	103	107
CCN(CC)C(=O)Nc1cnc2ccccc2c1	97	15	93	0.2	96	98	99	95
CCCCN(C)Cc1c(C)[nH]c2ccc(Cl)cc2c1=O	92	1	101	0.0	89	94	94	92
O=C(Nc1ccccc1)c1cc2ccccc2[nH]1	97	160*	98	-0.3	109	99	95	97
CC(C)CCN(C(=O)CNC(=O)c1cccs1)C(C(=O)NC1CCCCC1)c1cccnc1 (configuration not stated)	93	0	95	0.0	84	94	98	96
CCC(=O)Nc1ccc(/C(C)=N\NC(=O)c2ccc(OC)cc2)cc1	101	10	107	-0.4	88	104	105	96
N#Cc1c(N2C(=O)c3ccc(C(=O)O)cc3C2=O)sc2c1CCCC2	100	2	103	-0.1	102	104	106	98
Cc1cc2oc(=O)cc(CSc3nnc(C)n3N)c2cc1C(C)C	100	3	99	0.1	108	93	97	101
COCCOc1ccc(C(F)(F)F)cc1NC(=O)COC(=O)C1=COCCO1	116	7	108	0.2	105	98	104	108
CC1=CCC2C(=O)N(c3cccc(C(=O)NC(C)c4ccccc4)c3)C(=O)C2C1 (configuration not stated)	102	0	103	0.0	98	100	102	94
CC(NC(=O)c1ccccc1F)C12CC3CC(CC(C3)C1)C2 (configuration not stated)	94	0	80	-0.1	100	90	88	158*
NC(=O)N[C@@H](Cc1c[nH]c2ccccc12)C(=O)OCC(=O)N1CCCCC1	95	4	98	-0.1	95	91	98	102
